Rac1 mut GTP – modulators of GTP binding to human Rac1 activated mutant | P63000 | GST-Rac1 activated beads, fluorescent GTP binding, flow cytometry; actives lie on both sides; 100% means binding = to untreated wells | percent activity (GTP binding), % at 10 µM | 190,000 tested, 0.11% active;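 active = GTP binding at least 20 percentage points away from the 100% baseline, in either direction, so actives lie on both sides; inconclusive = Compound likely fluorescent itself, or too few beads counted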
Rac1 wt modul – modulators of human Rac1 wildtype GTP binding; GST-Rac1 beads, fluorescent GTP binding, flow cytometry; actives lie on both sides; 0 = cold GTP competed, 100 = untreated; P63000; GTP binding activity (% of control), % at 10 µM; 190,000 tested, 0.27% active;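 active = GTP binding activity at least 20 points away from the 100% control level, either lower or higher; inconclusive = compound flagged as likely green fluorescent, judged across all proteins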
Rab2 wt GTP – changes GTP binding to wildtype dog Rab2A, up or down; P61105; GST-Rab2 wt beads, Bodipy-GTP binding, flow cytometry; GTP binding activity, % at 10 µM; 190,000 tested, 0.19% active; AID 760;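 active = GTP binding activity at least 20 points away from 100%, either lowered or raised; inconclusive = signal likely due to the compound's own green fluorescence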;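 note: 0% = beads with excess unlabeled GTP and 100% = no-compound control corrected for plate trend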
Bim-Mcl-1 – inhibitors of Bim-Mcl-1 interaction, human. Q07820. 190,000 tested, 0.1% active. AID 1009. Bead-based flow cytometry, Bim peptide-Mcl-1 binding. inhibition, % at 10 µM; in the data active = inhibition above about 40%;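 note: 0% = no compound tracer wells and 100% = peptide blocker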
Target sequence (Q07820 whole entry, looked up): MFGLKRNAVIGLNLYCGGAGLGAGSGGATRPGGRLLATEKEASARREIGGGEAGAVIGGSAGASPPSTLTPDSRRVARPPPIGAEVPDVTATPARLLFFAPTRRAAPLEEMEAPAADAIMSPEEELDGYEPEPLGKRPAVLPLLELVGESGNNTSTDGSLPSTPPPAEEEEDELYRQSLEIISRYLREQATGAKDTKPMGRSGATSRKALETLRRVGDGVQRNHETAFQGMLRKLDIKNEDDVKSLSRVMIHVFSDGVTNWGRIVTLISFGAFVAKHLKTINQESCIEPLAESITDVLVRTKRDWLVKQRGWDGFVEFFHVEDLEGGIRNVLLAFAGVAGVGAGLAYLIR
Rab7 wt GTP bind – modulators of GTP binding to dog Rab7 wildtype GTPase. GTP binding activity (percent of control), % at 10 µM. 190,000 tested, 0.055% active. GST-Rab7 beads, fluorescent GTP binding, flow cytometry; actives lie on both sides; untreated = 100%, excess cold GTP = 0%. AID 758;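 active = fluorescent GTP binding to Rab7 beads changed by at least 20 points from the 100% baseline, either direction, mostly lower; inconclusive = compound itself probably fluorescent, or too few beads counted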;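 note: median green fluorescence of bound Bodipy-FL-GTP per Rab7 bead population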
RGS8-Gao – regulators of human RGS8-Galphao interaction; P09471; multiplexed bead flow cytometry, RGS8-Galphao binding; actives lie on both sides; response (percent of control binding), % at 10 µM; 220,000 tested, 0.34% active; AID 1423; in the data active = response below about 60% or above about 140%; inactive = in between;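 note: Galphao activated as the GDP aluminium fluoride complex binding bead-coupled RGS8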
Target sequence (P09471 whole entry, looked up): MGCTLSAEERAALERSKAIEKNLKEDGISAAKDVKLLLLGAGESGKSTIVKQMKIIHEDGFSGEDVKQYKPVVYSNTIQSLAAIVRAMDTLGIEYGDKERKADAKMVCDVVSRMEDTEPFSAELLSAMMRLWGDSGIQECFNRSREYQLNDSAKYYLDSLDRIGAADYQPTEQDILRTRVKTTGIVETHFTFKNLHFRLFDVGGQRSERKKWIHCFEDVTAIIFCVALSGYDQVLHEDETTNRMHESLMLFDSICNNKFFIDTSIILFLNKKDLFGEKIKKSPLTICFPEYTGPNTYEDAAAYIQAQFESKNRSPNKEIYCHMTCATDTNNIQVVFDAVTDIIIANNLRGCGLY
Cdc42 wt – human Cdc42 wildtype GTP binding change, either direction; percent activity (GTP binding), % at 10 µM; 190,000 tested, 0.2% active; P60953; GST-Cdc42 beads, Bodipy-GTP binding, flow cytometry; actives lie on both sides;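 active = percent activity GTP binding at least 20 points away from the 100% baseline, either down as inhibitor or up as activator; inconclusive = compound flagged as likely green fluorescent from well-wide comparison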;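 note: median bead fluorescence of bound Bodipy-FL-GTP at 100 nM; 0% = excess unlabeled GTP control and 100% = no compound control; below 100% means less GTP binding so inhibitor and above means activator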
Target sequence (P60953 whole entry, looked up): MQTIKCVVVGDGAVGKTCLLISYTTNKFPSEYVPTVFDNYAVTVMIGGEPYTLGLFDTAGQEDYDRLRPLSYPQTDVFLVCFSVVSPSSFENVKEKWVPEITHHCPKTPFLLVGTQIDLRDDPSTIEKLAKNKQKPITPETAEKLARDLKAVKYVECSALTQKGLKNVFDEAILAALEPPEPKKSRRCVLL
Pf gamet viab – inhibitors of late stage P. falciparum gametocyte viability; AID 743093; P. falciparum stage V gametocytes, ATP luminescence, 24 h; inhibition, % at 10.9 µM; 150,000 tested, 0.065% active;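 active = inhibition above the mean plus 3 SD of compounds within the control limits, set per campaign, cut at about 38% in these data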;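 note: 0% = DMSO wells and 100% = medium only without gametocytes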
Mcl1-Bid inh – disrupts binding of human Mcl-1 to Bid peptide; 220,000 tested, 0.97% active; inhibition, % at 21.7 µM; Q07820; TR-FRET Mcl-1/Bid-Dy647 peptide binding, 1536-well;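 active = compounds that cut the binding signal by more than half at the single screening dose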;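 note: His-tagged Mcl-1 with europium anti-His antibody binding Bid BH3 peptide; 0% = Mcl-1 plus peptide wells and 100% = peptide-only wells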
Mcl1 Noxa PPI – disrupts binding of human Mcl-1 to Noxa peptide. Q07820. TR-FRET Mcl-1/Noxa peptide binding, 2 h. 220,000 tested, 1.5% active. AID 1022. inhibition, % at 21.7 µM;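 active = compounds that cut the protein-peptide binding signal by more than 50% relative to plate controls in a single-dose test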;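 note: His-tagged Mcl-1 with rhodamine Noxa BH3 peptide and terbium anti-His antibody; 0% = Mcl-1 plus Noxa peptide wells and 100% = peptide-only wells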
HRas wt GTP bind – changes GTP binding to wildtype human HRas; GST-Ras wt beads, Bodipy-FL-GTP binding, flow cytometry; actives lie on both sides; GTP binding activity, % at 10 µM; P01112; 190,000 tested, 0.14% active;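 active = GTP binding activity at least 20% away from the 100% baseline, either lowered as inhibitor or raised as activator; inconclusive = flagged as likely green fluorescent, judged across all proteins in the well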;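 note: 0% = unlabeled GTP competition control and 100% = no-compound control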
Target sequence (P01112 whole entry, looked up): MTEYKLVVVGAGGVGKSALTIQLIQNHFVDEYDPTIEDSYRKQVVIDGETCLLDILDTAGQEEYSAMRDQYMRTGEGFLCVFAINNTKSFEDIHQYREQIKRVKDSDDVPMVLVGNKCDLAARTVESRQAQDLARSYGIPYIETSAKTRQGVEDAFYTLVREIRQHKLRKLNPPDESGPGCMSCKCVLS
An asterisk follows results filed as active; ? = inconclusive; . = not tested or not shown.

SMILES	Rac1 mut GTP	Rac1 wt modul	Rab2 wt GTP	Bim-Mcl-1	Rab7 wt GTP bind	RGS8-Gao	Cdc42 wt	Pf gamet viab	Mcl1-Bid inh	Mcl1 Noxa PPI	HRas wt GTP bind
Cc1ccccc1N1CCN(C(=O)CCN2C(=O)c3ccccc3C2=O)CC1	103	104	103	-1	110	101	104	.	-18	-12	104
O=C(Nc1cccc(S(=O)(=O)N2CCCCC2)c1)c1ccc2c(=O)n3c(nc2c1)CCCCC3	98	101	98	-7	98	99	98	5	-16	15	95
CCN(C(=O)c1cc2ccccc2o1)C12CC3CC(CC(C3)C1)C2	92	93	96	-3	103	101	95	.	-27	4	93
CC(Cl)C(=O)NNC(=O)CNS(=O)(=O)c1ccccc1 (stereo not given)	95	95	95	-1	99	105	95	15	-12	-2	96
CN(C)C(=S)NC1(C)CCS(=O)(=O)C1 (stereo not given)	102	107	104	0	106	124	107	-9	-40	-13	103
Cc1cccc(NC(=O)COc2ccc(/C=C\c3[nH]c(=O)[nH]c(=O)c3[N+](=O)[O-])cc2)c1	87	87	88	0	97	100	85	30	-50	34	91
Cc1ccc2nc(C)cc(N3CCOCC3)c2c1	95	98	96	-1	97	98	103	.	13	13	98
S=C(NC1CC1)N1CCc2ccccc2C1	95	100	94	0	96	100	96	33	-20	15	96
Cc1ccc(/C=N/c2sc3c(c2C#N)CCC3)s1	96	101	97	0	98	104	96	-1	-21	12	98
Nc1nonc1-c1noc(N2CCOCC2)n1	101	108	99	-10	97	98	103	-7	-10	4	101
Cc1ccc(S(=O)(=O)Nc2ccc3nc(N)sc3c2)cc1	99	105	99	-10	98	100	98	23	-15	9	100
Cc1cccn2c(/C=N/OCc3ccc(F)cc3)c(-c3ccc(Cl)cc3)nc12	95	100	97	-3	100	99	100	-3	-8	-12	99
CC(C)CCN1CCN(CCCn2cccn2)CC1CCO (stereo not given)	94	94	94	0	95	100	91	.	-15	-18	96
O=S(=O)(NCC(c1ccco1)N1CCN(c2ccccc2F)CC1)c1ccccc1 (stereo not given)	102	105	102	-2	104	103	102	-5	-7	3	106
CCOC(=O)Cc1csc(SC(C)C(=O)Nc2ccc(NC(C)=O)cc2)n1 (stereo not given)	102	101	102	-5	97	100	106	-20	-9	17	104
C/C(=N\NC(=S)Nc1c(C)cccc1C)c1ccc(OC(F)F)cc1	97	99	95	-3	96	103	96	8	-57	-49	99
O=C1OC(C(=O)O)Cc2ccccc21 (stereo not given)	91	90	93	1	90	125	90	.	-1	23	90
O=C(O)CCCC(=O)NS(=O)(=O)c1ccc(Cl)cc1	99	101	100	7	101	77	100	.	2	22	101
CCOC(=O)CSC1=C(C#N)C(c2ccccc2Cl)C(C(=O)OC)C(=O)N1 (stereo not given)	100	106	102	-2	103	95	102	-4	-59	5	100
COc1ccc2[nH]c3c(=O)n4c(nc3c2c1)SCCC4	?	?	?	-1	?	101	?	4	-1	4	?
CSc1nc2ccc(NS(=O)(=O)c3ccccc3F)cc2s1	99	102	99	-1	98	99	100	-29	-21	12	99
Cc1ccc(N(CN2CCCC2=O)C(=O)c2ccc(C)c(C)c2)cc1	100	105	98	-1	101	95	102	.	-4	-5	100
CCSCc1nnc(SCC(=O)Nc2ccc(F)cc2)n1CC	95	99	98	-2	93	103	101	.	-19	6	96
O=C(CSc1nnc(-c2ccco2)n1Cc1ccco1)NCc1cccs1	?	?	?	-1	?	100	?	-39	-13	24	?
Cc1nn(CCC#N)c2[nH]c(=O)cc(C(F)(F)F)c12	94	96	95	0	96	106	95	-18	4	17	95
Cc1ccc(NC(=O)C(NC2CCCC2)c2ccccc2)cc1Cl (stereo not given)	95	101	96	0	99	99	98	0	-30	11	98
CN(C1=C(NC(=O)c2ccccc2)C(=O)c2ccccc2C1=O)C1CCS(=O)(=O)C1 (stereo not given)	98	101	98	-3	95	102	99	9	-52	36	100
O=C(COC(=O)COc1ccc(Cl)cc1)Nc1ccc(N2CCOCC2)cc1	96	99	101	-2	106	100	98	-23	-45	30	99
COC(=O)c1ccccc1NC(=O)Nc1ccc(C)cn1	98	98	96	0	97	100	100	.	-11	6	95
N#C/C(=C\c1cccnc1)C(=O)Nc1ccc(C(=O)O)cc1	86	87	90	-1	95	104	87	-24	-36	15	92
C=C1c2ccc(C)cc2NC(=O)N1c1ccccc1	93	84	94	3	91	98	89	.	-23	.	91
Fc1ccc(CSc2nnc3ccccn23)c(Cl)c1	97	101	95	-2	98	101	95	-45	0	10	97
COC(=O)c1ccc(NC(=O)c2ccco2)cc1	100	105	101	0	102	96	104	-3	-27	-7	102
CC(C)N=C1NN=C(c2ccc(F)cc2)CS1	96	101	98	0	98	102	101	3	-13	16	98
CN(CCCN1CCOCC1)Cc1nc(-c2ccccc2)no1	99	98	95	0	92	105	96	.	-28	2	96
CSC1=C(C#N)C(C)CC(=O)N1 (stereo not given)	100	106	100	-2	101	101	99	2	-8	8	99
O=C(/C(=C/c1cccc(Cl)c1)c1nc2ccccc2[nH]1)c1ccccc1	99	103	99	1	99	99	102	5	-4	1	100
COC(=O)c1cccc(NC(=O)COc2cccc([N+](=O)[O-])c2)c1	97	99	102	1	104	99	99	2	-4	22	97
CCO/C(C)=N/n1c2nc3ccccc3nc2c2c(=O)n(CC(C)C)c(C)nc21	95	97	95	0	96	100	97	.	-11	6	98
COc1ccc(NC(=O)c2cc(-c3ccc(OC)c(OC)c3)on2)cc1OC	95	95	97	-1	98	101	97	.	-6	-3	99
O=C(C1COc2ccccc2O1)N1CCN(c2ccccc2Cl)CC1 (stereo not given)	95	96	95	0	93	99	91	.	-4	6	96
COc1ccc(C(=O)NCCCN2CCOCC2)cc1OC	103	106	106	-1	106	101	107	-7	-24	-16	106
CC(C)(C)NC(=O)NC(=O)CN1CCN(c2ccc(O)cc2)CC1	96	94	97	-3	94	97	94	0	-53	28	94
CCC(C)Sc1nc2c(cnn2-c2ccc(C)cc2)c(=O)[nH]1 (stereo not given)	99	105	102	-1	102	102	101	.	12	-43	100
COc1cc(C2C(C(C)=O)=C(O)C(=O)N2c2ccc(Br)cn2)ccc1O (stereo not given)	100	105	104	-2	105	100	102	15	-13	-2	102
C#CCOCCOCCOCCNc1nc(N2CCN(C(=O)Cn3cc(CC(C)O)nn3)CC2)nc(N2CCN(C(=O)[C@H]([C@@H](C)CC)n3cc(CCCN=C(N)N)nn3)CC2)n1 (stereo not given in full)	98	104	101	-1	101	101	105	.	16	-2	100
N#Cc1cc([N+](=O)[O-])cnc1Nc1ccccc1	101	105	100	-2	99	100	101	15	-7	4	100
C=CCNC(=O)c1nc2ccccc2s1	96	107	102	-2	101	.	101	-7	2	2	100
Cc1cc(N2CCCC2=O)cc(C)c1S(=O)(=O)NCCOc1ccccc1	93	95	97	1	99	100	94	.	-7	13	97
CC(=O)c1c(C)nc(-c2ccccc2)n1O	?	?	?	-5	?	99	?	.	-37	24	?
Cc1ccc(C(NC(=O)C(C)C)c2cc([N+](=O)[O-])c3cccnc3c2O)cc1 (stereo not given)	95	100	94	0	93	102	92	-18	0	-25	92
Cc1ccc(NC(=O)Cn2c(=O)oc3cc(S(=O)(=O)N4CCC(C)CC4)ccc32)cc1C	98	106	97	1	100	94	103	.	-9	-1	99
O=C(CSc1nnc(CNC(=O)c2cccs2)o1)NC1CCCC1	?	?	?	-1	?	102	?	.	10	10	?
Cc1ccc(NC(=S)N(CCCN2CCN(C)CC2)Cc2cccs2)cc1C	96	98	97	1	92	102	98	.	-17	0	96
COc1ccccc1N(CC(=O)NCc1ccccc1)C(=O)CCC(=O)Nc1cc(C)ccn1	97	105	100	0	98	105	99	.	-2	-2	99
O=C(NC1CC1)C1=C[C@H](C2CCCCC2)C[C@H](OCc2ccc(CO)cc2)O1	98	102	99	-1	102	102	95	11	2	-17	95
CCOC(=O)C1(Cc2cccc(Cl)c2)CCCN(C(=O)CCC(=O)N(C)C)C1 (stereo not given)	96	96	98	-4	103	98	95	.	-24	13	98
Cc1ccc(NC(=O)CSc2nnc(-c3ccccc3Br)o2)cc1C	96	97	97	-2	96	99	97	13	0	15	98
COc1ccc(S(=O)(=O)NCC2CCCN(C(=O)c3sccc3C)C2)cc1 (stereo not given)	97	102	101	1	104	103	99	6	-17	7	101
COc1ccnc(Oc2ccccc2)c1C(=O)N/C=N/OCc1ccccc1	94	96	97	-4	98	97	94	8	-15	6	93
Following part:
SMILES	Rac1 mut GTP	Rac1 wt modul	Rab2 wt GTP	Bim-Mcl-1	Rab7 wt GTP bind	RGS8-Gao	Cdc42 wt	Pf gamet viab	Mcl1-Bid inh	Mcl1 Noxa PPI	HRas wt GTP bind
CCC1CCCCN1C(=O)CNCC1CCCO1 (stereo not given)	96	98	99	0	106	99	98	5	15	43	100
Cc1ccccc1OCCn1cc(C(=S)N2CCN(C)CC2)c2ccccc21	100	107	104	0	105	102	102	11	-41	-9	104
CCOC(=O)CCc1c(C)nc2ncnn2c1C	103	105	109	-2	98	102	107	-54	-19	-7	108
COc1ccc2[nH]cc(C(=O)CNc3nc(C)cs3)c2c1	97	99	98	0	98	108	101	.	-30	25	100
CCN(CC)CC(=O)NCc1cc(-c2ccc(OC)cc2)no1	98	100	100	-7	100	102	101	-5	-6	10	101
COc1ccccc1N1CCN(C(=O)C(Cc2ccccc2)NC(=O)C2CCCCC2)CC1 (stereo not given)	94	98	96	-3	95	101	98	.	-15	20	97
CC(C)CC(c1nnnn1Cc1ccco1)N1CCN(c2cccc(Cl)c2)CC1 (stereo not given)	97	98	95	-1	93	112	95	26	-38	6	95
Cc1cc(NC(=O)c2ccc(N(C)S(=O)(=O)c3ccccc3)cc2)no1	90	89	89	0	90	102	91	-7	1	.	93
O=C(CCc1nc2ccccc2c(=O)[nH]1)Nc1ccc(F)c([N+](=O)[O-])c1	103	104	100	-2	103	100	103	.	-33	43	105
Cc1cc(C)c2c(c1)/C(=C/C(=O)c1ccc(Br)s1)C(=O)N2	97	101	99	-3	102	105	100	-35	39	12	100
COc1cc(S(=O)(=O)N(Cc2ccccn2)Cc2ccco2)ccc1-n1cnnn1	100	107	101	-3	101	81	98	31	1	-2	100

Looked up by structure from the entries so far, 2 records:
SMILES	Rac1 mut GTP	Rac1 wt modul	Rab2 wt GTP	Bim-Mcl-1	Rab7 wt GTP bind	RGS8-Gao	Cdc42 wt	Pf gamet viab	Mcl1-Bid inh	Mcl1 Noxa PPI	HRas wt GTP bind
Cc1cccc(NC(=O)COc2ccc(/C=C\c3[nH]c(=O)[nH]c(=O)c3[N+](=O)[O-])cc2)c1	87	87	88	0	97	100	85	30	-50	34	91
CCOC(=O)C1(Cc2cccc(Cl)c2)CCCN(C(=O)CCC(=O)N(C)C)C1 (stereo not given)	96	96	98	-4	103	98	95	.	-24	13	98

Screening data: PubChem, several laboratories
